# L929 necroptosis: inhibitors of zVAD-triggered necroptosis, primary screen, L929 cells; L929 zVAD necroptosis rescue, ATP luminescence, 24 h; with zVAD 60 µM; viability rescue, % at 10 µM; 220,000 compounds, 0.38% hits; AID 1377, 2008;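 active = activation, scaled between plate controls, above about 75%, limit read from the data; inactive = activation under that limit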;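 note: 0% = zVAD with DMSO and 100% = DMSO alone without zVAD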
# thrombin 1536: human alpha-thrombin inhibitors, primary screen, counter-screen for coagulation protease inhibitor project, biochemical, 1536-well, fluorogenic AMC substrate. Prothrombin (Homo sapiens), P00734. Boc-VPR-AMC fluorogenic substrate cleavage. inhibition, % at 5 µM. 220,000 compounds, 0.26% hits;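 active = inhibition at or above 40%; inactive = inhibition below 40%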;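 note: 0% = enzyme with no compound and 100% = wells without enzyme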
#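 signal = AMC fluorescence, 355/460 nm | material = human alpha-thrombin enzyme | control set = enzyme without compound as high, wells lacking enzyme as low | times = reaction at room temperature | read-out basis = percent inhibition scaled between no-compound controls and no-enzyme blanks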
# FXIIa inh 1536: human FXIIa protease inhibitors, primary screen, biochemical, 1536-well; Coagulation factor XII (Homo sapiens), P00748; purified FXIIa, Boc-QGR-AMC fluorogenic substrate, 2 h; inhibition, % at 5 µM; 220,000 compounds, 0.3% hits; in the data active = inhibition above about 40%;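 note: 0% = enzyme with no compound and 100% = blank without enzyme; many of its hits are not listed in these tables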
# Rad51 HR inh: human RAD51 strand exchange inhibitors, primary screen, biochemical, fluorescence | hRad51 DNA strand exchange, fluorescence dequenching | inhibition, % at 10 µM | 200,000 compounds, 0.085% hits | DNA repair protein RAD51 homolog 1 (Homo sapiens), Q06609;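 active = inhibition above 40% at the single screening dose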;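 note: 0% = DMSO control wells and 100% = blanks with heterologous ssDNA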
# Target sequence (Q06609 whole entry, looked up): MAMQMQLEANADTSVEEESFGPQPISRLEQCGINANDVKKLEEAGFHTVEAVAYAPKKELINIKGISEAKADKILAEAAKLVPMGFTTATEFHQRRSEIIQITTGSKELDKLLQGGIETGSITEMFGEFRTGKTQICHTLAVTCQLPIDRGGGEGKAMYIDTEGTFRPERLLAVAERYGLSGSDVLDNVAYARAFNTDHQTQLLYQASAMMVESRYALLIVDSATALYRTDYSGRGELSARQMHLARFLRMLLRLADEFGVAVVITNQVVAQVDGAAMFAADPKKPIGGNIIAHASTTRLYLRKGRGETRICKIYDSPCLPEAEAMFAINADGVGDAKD
#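 Material: hRad51 filaments on single-stranded DNA; Reagent: Donor/quencher-labelled 47-bp dsDNA substrate; Compound: 10 µM final, single point; Schedule: 37 °C 15-min filament assembly, 30-min compound preincubation, 15-min exchange; Technique: FRET fluorescence, excitation 485 nm, emission 520 nm; Benchmarks: control wells and blank wells on each plate.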
# TNF necrop inh: inhibitors of TNF-alpha triggered necroptosis, primary screen, cell-based, Jurkat FADD-/-, single concentration. 220,000 compounds, 0.068% hits. activation (protection from cell death), % at 10 µM. AID 463075, 2010. Jurkat FADD-/- TNF necroptosis rescue, ATP luminescence, 24 h; 0 = TNF only, 100 = no-TNF cells;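 active = activation, meaning protection from cell death, of at least 50% relative to plate controls; inactive = activation below 50%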;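 note: necroptosis triggered by 40 ng/mL TNF-alpha added together with compound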
# FXIa inh: human FXIa protease inhibitors, primary screen, biochemical, 1536-well. Coagulation factor XI (Homo sapiens), P03951. purified FXIa, Boc-Glu-Ala-Arg-AMC fluorogenic substrate. inhibition, % at 5 µM. 220,000 compounds, 0.14% hits. AID 798, 2007;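 active = inhibition of at least 40%; inactive = inhibition below 40%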;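 note: fluorescence of freed AMC excited at 355 nm; 0% = enzyme without compound and 100% = no enzyme blank; many of its hits are not listed in these tables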
# Target sequence (P03951 19-387 limits assumed): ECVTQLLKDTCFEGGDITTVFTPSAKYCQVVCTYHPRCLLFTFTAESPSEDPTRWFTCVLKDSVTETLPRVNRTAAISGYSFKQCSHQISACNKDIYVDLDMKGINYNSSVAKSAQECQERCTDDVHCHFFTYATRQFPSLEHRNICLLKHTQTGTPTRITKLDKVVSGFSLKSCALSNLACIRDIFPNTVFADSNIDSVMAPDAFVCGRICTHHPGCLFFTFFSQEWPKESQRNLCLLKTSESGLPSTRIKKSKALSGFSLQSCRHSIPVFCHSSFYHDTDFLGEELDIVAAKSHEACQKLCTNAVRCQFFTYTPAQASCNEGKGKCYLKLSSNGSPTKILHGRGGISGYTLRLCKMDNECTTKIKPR
# Target sequence (P03951 388-625 limits assumed): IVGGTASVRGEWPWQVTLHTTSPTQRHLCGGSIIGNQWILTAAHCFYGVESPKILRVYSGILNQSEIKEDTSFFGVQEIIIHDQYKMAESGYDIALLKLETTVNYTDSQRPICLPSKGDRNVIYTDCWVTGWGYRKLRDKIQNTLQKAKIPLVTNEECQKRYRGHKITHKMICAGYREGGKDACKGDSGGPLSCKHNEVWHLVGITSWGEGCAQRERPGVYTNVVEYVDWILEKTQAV
# KLK5 inh: human KLK5 protease inhibitors, primary screen, biochemical, 1536-well; Kallikrein-5 (Homo sapiens), Q9Y337; recombinant hK5, fluorogenic AMC substrate cleavage; inhibition, % at 5 µM; 210,000 compounds, 0.59% hits; AID 873, 2007;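 active = inhibition of 40% or more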;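 note: 0% = enzyme controls without compound and 100% = no-enzyme blanks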
# KCC2 mod: KCC2 cotransporter modulators, thallium flux, primary screen, cell-based, HEK293 KCC2, FluoZin-2 fluorescence, MLSMR; KCC2 cells, thallium flux FluoZin-2 fluorescence; B-score of Tl+ flux slope (higher = more flux/activation; lower = inhibition) at 10 µM; 190,000 compounds, 2.2% hits;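 active = thallium flux slope and its plate-corrected score both differing from the plate sample mean at a set confidence after two filtering rounds, in either direction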;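 note: slope of fluorescence scaled to starting intensity during 10 to 20 s after thallium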
# Hck Nef HTS: inhibitors of Nef-activated human Hck kinase, primary screen, biochemical, Z-Lyte FRET, 384-well, Hck-YEEI; Recombinant Hck-YEEI plus Nef, Z-Lyte FRET kinase assay; inhibition, % at 20 µM; 220,000 compounds, 0.68% hits; AID 463187, 2010;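 active = Hck-Nef kinase inhibition above about 50%, limit read from the data; inactive = inhibition below that limit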;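 note: 0% = DMSO with Hck plus Nef and 100% = Hck alone without Nef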
# Starred values were filed as active, the others as inactive; i = inactive; . = not tested or not shown. The list is partial (hit frequency here may not be typical).
(1) O=C(CN(Cc1ccccc1)S(=O)(=O)c1ccc2c(c1)OCCO2)N/N=C/c1cccc(Br)c1
(2) CCn1cc(C2C3=C(CC(C)(C)CC3=O)N(c3ccccc3)C3=C2C(=O)CC(C)(C)C3)c(C)n1
(3) COc1ccc(CNc2ccc(C)c(C)c2)cc1
(4) CN1CCS/C1=C/C=C1/SC(=S)N(Cc2ccccc2)C1=O
(5) CC(=O)n1c2ccccc2c2ccccc21
(6) Cc1c(Cl)cccc1NC(=S)Nn1cnnc1
(7) CC1(C(=O)NC2CCCCC2)CCC(=O)N1Cc1cccnc1 (stereo unspecified)
(8) COc1ccc(OC)c(S(=O)(=O)Nc2cccc(-c3ccc4nncn4n3)c2)c1
entry no.	1	2	3	4	5	6	7	8
L929 necroptosis	2.6	0.4	2.7	-0.5	0.1	-2.0	0.3	4.4
thrombin 1536	5	-2	-2	5	-3	4	-2	3
FXIIa inh 1536	15	2	7	6	13	12	14	9
Rad51 HR inh	1	3	.	i	-1	5	4	24
TNF necrop inh	1.5	2.5	3.4	0.4	-2.7	-0.4	0.5	-1.4
FXIa inh	5	10	1	6	0	0	4	-4
KLK5 inh	-20	-13	2	-8	-44	4	-18	-6
KCC2 mod	0.11	0.32	0.55	-0.14	0.48	0.28	0.54	0.83
Hck Nef HTS	-2	8	17	0	2	3	21	-3

(9) CCCOc1c(OC)cccc1C1CC(=O)Nc2cc3c(cc21)OCO3 (stereo unspecified)
(10) Cc1csc(SCc2ccc(C(=O)O)cc2)n1
(11) NC(N)=N/N=C/c1ccc(OCc2ccc(Cl)cc2Cl)cc1
(12) CN(C)C(=S)N=Nc1[nH]c2ccccc2c1O
(13) COc1cccc(NC(=O)CSc2nnc(CN3CCOCC3)n2C)c1
(14) COc1ccc(C(=O)C2CCN(C(=S)NCC3CCCO3)CC2)cc1 (stereo unspecified)
(15) Cc1cccc(Nc2nc(-c3ccccn3)cs2)n1
(16) Cc1ccc(-c2nc(N3CCOCC3)sc2C(=O)N2CCCCC2)cc1
entry no.	9	10	11	12	13	14	15	16
L929 necroptosis	-0.2	1.4	-1.0	3.0	-0.2	-0.2	-1.6	1.2
thrombin 1536	4	-6	-1	-3	9	1	-2	-5
FXIIa inh 1536	15	2	18	.	23	4	-8	24
Rad51 HR inh	6	-10	0	5	8	3	-4	-5
TNF necrop inh	-8.2	0.1	-26	-13	-1.0	0.0	-9.0	1.2
FXIa inh	0	-7	3	-2	9	0	-9	20
KLK5 inh	-8	-34	-19	-13	2	-12	-60	-1
KCC2 mod	0.55	1.1	.	2.1	1.8	0.036	-2.4	0.1
Hck Nef HTS	1	1	2	31	1	-3	8	3

(17) COC(=O)CCN(C(=O)c1cccc([N+](=O)[O-])c1)c1ccccn1
(18) CC(=O)OC1CC(C)N(C(=O)c2ccccc2)c2ccc(C)cc21 (stereo unspecified)
(19) O=C(CNC(=O)C12CC3CC(CC(C3)C1)C2)OCc1cc(=O)n2cc(Br)ccc2n1
(20) Nn1c(SCC(=O)N2CCOCC2)nnc1-c1ccco1
(21) Cc1ccccc1CSc1nnc(-c2ccccn2)n1N
(22) O=C(/C=C/c1ccco1)N1CCC(Cc2ccccc2)CC1
(23) COc1cc(C(CC(=O)N2CCOCC2)c2c(OC)cc(OC)c3ccc(=O)oc23)cc(OC)c1OC (stereo unspecified)
(24) CC(=O)Nc1cccc(-c2nnc3n2CC(C)S3)c1 (stereo unspecified)
entry no.	17	18	19	20	21	22	23	24
L929 necroptosis	1.6	-0.2	1.3	0.4	-0.5	-3.1	-0.6	-0.2
thrombin 1536	-11	-1	-3	0	-2	-6	-11	0
FXIIa inh 1536	-2	15	5	7	15	5	1	0
Rad51 HR inh	-7	5	9	9	5	-4	-3	1
TNF necrop inh	1.6	-2.0	0.7	-0.1	-0.5	-0.2	1.2	-2.7
FXIa inh	-3	1	1	-1	4	-2	-4	2
KLK5 inh	-6	-9	-2	-8	-8	-4	-3	-9
KCC2 mod	0.47	-0.39	-1.5	0.34	.	-4.9*	0.9	-2.6
Hck Nef HTS	27	1	18	0	0	28	20	1

(25) COc1ccc(-c2[nH]ncc2CN2CCC(OCc3cccnc3)CC2)c(F)c1
(26) O=C(Nc1cccc(Cl)c1)N(CCCN1CCOCC1)Cc1ccccc1F
(27) CC(C)CCNC(=O)C(c1ccncc1)N(Cc1cccs1)C(=O)Cn1nnc(-c2ccc(F)cc2)n1 (stereo unspecified)
(28) CCOc1cc(C(=O)N/N=C(\C)Cc2ccc(OC)cc2)cc(OCC)c1OCC
(29) COc1cccc(CN2CCNC(=O)C2CC(=O)N(Cc2cnn(C)c2)C(C)C)c1 (stereo unspecified)
(30) COc1ccc(CNc2nc(C)c([N+](=O)[O-])c(C)c2C#N)cc1
(31) CN(C)CC(=O)N1c2ccccc2CCc2ccc(NC(=O)c3ccc(N)cc3)cc21
(32) Nc1ccc(Oc2cccc(Oc3ccc(N)cc3)c2)cc1
entry no.	25	26	27	28	29	30	31	32
L929 necroptosis	0.2	1.1	0.0	2.3	2.9	1.1	-0.4	0.0
thrombin 1536	-1	-4	-1	-13	-7	34	-4	-7
FXIIa inh 1536	11	-1	9	11	8	-12	5	11
Rad51 HR inh	-13	0	-5	-5	-2	11	-1	12
TNF necrop inh	0.6	1.6	-1.4	1.1	-0.3	1.1	-0.9	-3.5
FXIa inh	-1	2	2	4	1	-7	-5	-1
KLK5 inh	-1	0	-9	-9	1	17	0	3
KCC2 mod	-1.6	.	0.056	-1.2	-0.92	0.98	-0.043	-0.076
Hck Nef HTS	0	-1	-8	2	23	0	1	20

(33) CCCCC(=O)NC(=S)Nc1cc(C(=O)O)ccc1OC
(34) O=C(Cc1cccs1)Nc1nc(-c2ccc(F)cc2F)cs1
(35) Nc1ccccc1Oc1c(F)c(F)c(Oc2ccccc2N)c(F)c1F
(36) Cc1ccc(N=Nc2c(N)nn3c(N)c(C#N)c(C)nc23)cc1
(37) O=[N+]([O-])c1ccccc1/C=N/n1c(C(F)(F)F)n[nH]c1=S
(38) CCOC(=O)c1ccccc1NC(=O)c1ccccc1NS(C)(=O)=O
(39) Cc1ccc(S(=O)(=O)N(C)CC(=O)OCc2nnc(-c3ccccc3)o2)cc1
(40) CCOC(=O)C1=C(CN2CCSCC2)NC(=O)NC1c1cccc([N+](=O)[O-])c1 (stereo unspecified)
entry no.	33	34	35	36	37	38	39	40
L929 necroptosis	-1.4	0.5	0.6	4.4	2.3	0.8	-0.2	0.0
thrombin 1536	5	2	-11	-7	0	0	-2	1
FXIIa inh 1536	7	15	1	2	5	17	15	-6
Rad51 HR inh	-1	-4	-8	6	4	16	2	8
TNF necrop inh	0.4	-0.4	-1.0	-9.5	1.3	-0.7	1.6	1.3
FXIa inh	-1	5	-6	-4	2	7	-2	-7
KLK5 inh	9	-8	6	-5	-2	-11	-3	-24
KCC2 mod	0.15	-2.5	-0.52	0.12	0.47	-0.54	0.71	-0.46
Hck Nef HTS	14	0	9	28	1	-7	1	-3

(41) O=C(c1ccccc1)c1cccc(NC(=O)C2CC2)c1
(42) CC(C)CC(=O)Nc1ccc(OCC(=O)O)cc1
(43) COc1ccccc1NS(=O)(=O)c1cc(NC(=O)c2ccncc2)ccc1N1CCOCC1
(44) CCCCNC(=O)N(CC)c1c(N)n(Cc2ccccc2)c(=O)[nH]c1=O
(45) CC(C)CC(COCc1ccc(Cl)cc1)N1CCN(C(=O)c2cccc(C(F)(F)F)c2)CCC1=O (stereo unspecified)
(46) CCNC(=S)N/N=C/c1ccc(C(=O)O)cc1
(47) O=S(=O)(Cc1cc(-c2ccccc2)no1)c1ccccc1
(48) COc1cc(/C=C2\SC(=Nc3ccc(F)cc3)N(c3ccc(F)cc3)C2=O)ccc1OCC(=O)O
entry no.	41	42	43	44	45	46	47	48
L929 necroptosis	0.7	0.3	0.0	2.5	0.1	0.4	-0.1	0.9
thrombin 1536	-7	-3	-2	-9	1	-11	3	-7
FXIIa inh 1536	3	2	20	4	17	1	12	13
Rad51 HR inh	-5	-1	.	13	3	-7	17	7
TNF necrop inh	-1.0	-0.6	-0.8	0.5	2.0	0.7	0.7	0.1
FXIa inh	-3	-9	18	-1	13	-3	8	4
KLK5 inh	-7	-21	-4	-4	-3	5	-7	2
KCC2 mod	.	.	-0.72	1.9	-1.8	0.45	-0.79	-0.41
Hck Nef HTS	-2	4	-21	8	-5	18	-18	21

(49) CCn1c(SCC(=O)Nc2nccs2)nnc1-c1ccc(S(=O)(=O)N2CCCCCC2)cc1
(50) Cc1ccc(C(C(=O)NCCc2ccccc2)N(C(=O)c2csnn2)C2CC2)o1 (stereo unspecified)
(51) COc1cc(CNCCO)cc(Br)c1OCc1cccs1
(52) Cc1ccc(N2C(=O)N(Cc3ccccc3C)c3ccccc3S2(=O)=O)cc1
entry no.	49	50	51	52
L929 necroptosis	0.2	-0.7	0.3	0.1
thrombin 1536	1	1	0	-1
FXIIa inh 1536	12	10	-1	13
Rad51 HR inh	-8	2	7	-54
TNF necrop inh	-12	-4.0	-5.2	-0.6
FXIa inh	4	4	6	6
KLK5 inh	-8	-13	0	-7
KCC2 mod	0.3	-0.7	-1.4	-1.7
Hck Nef HTS	4	1	0	3

# Bioassay records from PubChem BioAssay.
